# Screening data: PubChem BioAssay, NCI
# cln2 rad14: NCI yeast anticancer drug screen, S. cerevisiae cln2 rad14 strain. growth inhibition, % at 50 µM. 78,000 compounds, 8.3% hits. AID 165, 2004;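 further: 0% = growth of vehicle-only cultures of the same strain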
#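 Each compound was tested on cln2 rad14 yeast. Inhibition of growth was calculated against vehicle-exposed controls.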
# yeast sgs1 mgt1: NCI yeast anticancer drug screen, S. cerevisiae sgs1 mgt1 strain | growth inhibition, % at 50 µM | 78,000 compounds, 10% hits;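 further: 0% = growth of vehicle-only cultures of the same strain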
#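 Compounds are added to genetically altered yeast, and growth is compared with cultures given vehicle alone to give percent inhibition.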
# mec2-1: NCI yeast anticancer drug screen, S. cerevisiae mec2-1 strain; % growth inhibition at 50 µM; 79,000 compounds, 9% hits;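 further: 0% = growth of vehicle-only cultures of the same strain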
#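 mec2-1 yeast strain, carrying an alteration in DNA damage repair or cell cycle control, was exposed to compounds; growth inhibition was measured relative to vehicle-treated controls.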
# bub3: NCI yeast anticancer drug screen, S. cerevisiae bub3 mutant strain | growth inhibition, % at 50 µM | 78,000 compounds, 9.9% hits | AID 167, 2004;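 further: 0% = growth of vehicle-only cultures of the same strain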
#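 Whole-cell yeast assay. The mutant strain was incubated with compounds, and growth inhibition was determined by comparison with vehicle-treated cells.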
# mlh1 rad18: NCI yeast anticancer drug screen, S. cerevisiae mlh1 rad18 strain | % growth inhibition at 50 µM | 79,000 compounds, 11% hits;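 further: 0% = growth of vehicle-only cultures of the same strain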
#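 Compound-treated yeast growth, normalised to vehicle controls. Strain bears defined DNA repair mutations.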
# rad50: NCI yeast anticancer drug screen, S. cerevisiae rad50 strain; % growth inhibition at 50 µM; AID 155, 2004; 79,000 compounds, 10% hits;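 further: 0% = growth of vehicle-only cultures of the same strain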
#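 Compounds were tested on a yeast strain with an engineered DNA damage repair alteration; the reported value is growth inhibition normalised to vehicle treatment.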
# * marks the source's active call; other numbers are inactive results; . = not tested or not shown; & = joins results of further samples. No stated cut-off is given here; in the data, active means growth inhibition above about 70%; inactive means the rest.
# A first look, 19 compounds:
# Results follow in this order: cln2 rad14	yeast sgs1 mgt1	mec2-1	bub3	mlh1 rad18	rad50
- C=C1OC(n2cnc3c(=N)n(O)cnc32)C2OC(C)(C)OC12 (stereo not given)
 : -16	13	5	2	-16	-4
- COP(=O)(OC)/C(=C\c1cn(C(c2ccccc2)(c2ccccc2)c2ccccc2)cn1)NC(C)=O
 : -22	-11	-32	-19	-10	-10
- O=C(O)c1cc2c3ccccc3sc2c2ccccc12
 : 2	15	5	20	28	55
- Cc1nc(SCc2ccc(Cl)cc2)[nH]c(=O)c1CCO
 : -8	2	8	-7	13	39
- CCCCCCC(=O)N1CC(C)OC(C)C1 (stereo not given)
 : 0	2	-6	-15	5	1
- OCCCCCCCl
 : -7	-12	-25	-3	4	-29
- COC(=O)c1nc(NN)[nH]c(=O)c1CCCCCc1c(C(=O)OC)[nH]c(NN)cc1=O
 : 15	-14	-7	-18	-9	-35
- CC(Cc1ccccc1)NC(=O)c1ccncc1 (stereo not given)
 : -40	-5	7	-1	2	2
- CCC1CC(=O)N(SCC(N)C(=O)O)C1=O (stereo not given)
 : -11	-32	-34	-50	-4	-14
- CC[C@@]1(OC(=O)CN2CCNCC2)C(=O)OCc2c1cc1n(c2=O)Cc2cc3ccccc3nc2-1
 : 30	49	71*	26	10	52
- Cc1cccc(CN)n1
 : 4	17	-29	-6	2	-3
- c1ccc(CSSCc2ccccc2)cc1
 : -8&-6	2&3	-3&0	-10&5	-14&15	-1&9
- CC(=O)OCCc1cccnc1/C=N/O
 : 21	-1	-22	-16	-5	-13
- CCN(CC)CCOC(=O)c1ccc(N=Nc2ccc(O)cc2)cc1
 : -6	-18	-1	1	-6	7
- O=Nc1c2n[nH]c1CCCCCCCCC2
 : 100*	99*	99*	99*	97*	99*
- CC(C)(Oc1ccc(Cl)cc1)C(=O)NC1CC(C)(C)N(O)C(C)(C)C1
 : -49	-13	5	-43	-18	0
- CCN(CC)c1ncnc2c1cnn2C
 : 11	9	-14	-16	-28	-15
- N=C1OCCN1/N=C/c1ccc([N+](=O)[O-])o1
 : -4	67	-2	21	52	33
- CN(O)/C=C1\C(=O)C=Cc2ccccc21
 : -30	8	7	-14	11	6

# All compounds of this part, from the start:
# Results follow in this order: cln2 rad14	yeast sgs1 mgt1	mec2-1	bub3	mlh1 rad18	rad50
- C=C1OC(n2cnc3c(=N)n(O)cnc32)C2OC(C)(C)OC12 (stereo not given)
 : -16	13	5	2	-16	-4
- COP(=O)(OC)/C(=C\c1cn(C(c2ccccc2)(c2ccccc2)c2ccccc2)cn1)NC(C)=O
 : -22	-11	-32	-19	-10	-10
- O=C(O)c1cc2c3ccccc3sc2c2ccccc12
 : 2	15	5	20	28	55
- Cc1nc(SCc2ccc(Cl)cc2)[nH]c(=O)c1CCO
 : -8	2	8	-7	13	39
- CCCCCCC(=O)N1CC(C)OC(C)C1 (stereo not given)
 : 0	2	-6	-15	5	1
- OCCCCCCCl
 : -7	-12	-25	-3	4	-29
- COC(=O)c1nc(NN)[nH]c(=O)c1CCCCCc1c(C(=O)OC)[nH]c(NN)cc1=O
 : 15	-14	-7	-18	-9	-35
- CC(Cc1ccccc1)NC(=O)c1ccncc1 (stereo not given)
 : -40	-5	7	-1	2	2
- CCC1CC(=O)N(SCC(N)C(=O)O)C1=O (stereo not given)
 : -11	-32	-34	-50	-4	-14
- CC[C@@]1(OC(=O)CN2CCNCC2)C(=O)OCc2c1cc1n(c2=O)Cc2cc3ccccc3nc2-1
 : 30	49	71*	26	10	52
- Cc1cccc(CN)n1
 : 4	17	-29	-6	2	-3
- c1ccc(CSSCc2ccccc2)cc1
 : -8&-6	2&3	-3&0	-10&5	-14&15	-1&9
- CC(=O)OCCc1cccnc1/C=N/O
 : 21	-1	-22	-16	-5	-13
- CCN(CC)CCOC(=O)c1ccc(N=Nc2ccc(O)cc2)cc1
 : -6	-18	-1	1	-6	7
- O=Nc1c2n[nH]c1CCCCCCCCC2
 : 100*	99*	99*	99*	97*	99*
- CC(C)(Oc1ccc(Cl)cc1)C(=O)NC1CC(C)(C)N(O)C(C)(C)C1
 : -49	-13	5	-43	-18	0
- CCN(CC)c1ncnc2c1cnn2C
 : 11	9	-14	-16	-28	-15
- N=C1OCCN1/N=C/c1ccc([N+](=O)[O-])o1
 : -4	67	-2	21	52	33
- CN(O)/C=C1\C(=O)C=Cc2ccccc21
 : -30	8	7	-14	11	6
- CCc1ccccc1NC(=O)Sc1cccc(C)c1
 : -13	26	27	23	-29	-3

# Going on with the list.
# Results follow in this order: cln2 rad14	yeast sgs1 mgt1	mec2-1	bub3	mlh1 rad18	rad50
- COc1ccc(/C=C/C(=O)c2ccc(F)cc2)cc1
 : -35	-12	-16	-6	10	9
- CCOC(=O)C(C(=O)c1cccnc1)C(C(=O)OCC)C(=O)c1cccnc1 (stereo not given)
 : 20	6	21	12	6	5
- CC(=O)c1ccc2c(c1)CCc1cc(O)c(C(C)=O)cc1-2
 : -28	33	-3	1	0	38
- O/C=C(\Cl)CCl
 : 12	12	-7	5	16	17
- CC1(c2ccccn2)C(=O)c2ccccc2C1=O
 : -9	-12	-10	-30	4	-19
- CCCC(O)C(CC)[N+](=O)[O-] (stereo not given)
 : 4	5	1	0	6	14
- CC1SC2(C(=O)Nc3ccc(Br)cc32)N(c2ccc(Cl)cc2)C1=O (stereo not given)
 : 91*	56	99*	97*	-9	50
- CCN(CC)C(=O)Oc1cccc(NC(=O)OC)c1
 : 16	29	47	49	33	16
- N/C(=N\N=C\c1cc(I)cc(I)c1O)NO
 : 94*	98*	95*	97*	98*	96*
- C/C(CC(=O)Nc1ccc(C)c(C)c1)=N\N(c1ccccc1)c1ccccc1
 : -3	-27	-14	-18	-20	-17
- CCOC1C(Br)=Cc2ccccc2N1C(=O)OC (stereo not given)
 : -13	-4	10	16	12	-5
- CCOC(=O)C1=C(O)c2ccccc2S(=O)(=O)N1C (tested in a mixture with another compound)
 : -19	14	20	-26	0	4
- O=CNCC(=O)Nc1ccccc1
 : -7	-3	-2	11	-10	-8
- Cc1ccc([N+](=O)[O-])cc1NC(=O)C(=O)Cc1cc(=O)oc2cc(O)ccc12
 : 24	-28	-23	-16	-6	-5
- O=C(NC(c1ccccc1)N1CCOCC1)c1ccccc1 (stereo not given)
 : 77*	96*	96*	83*	99*	99*
- C=CC1=CSNN1
 : 18	11	-5	4	6	-22
- COc1ccc(/C=C(\C2=NC(=O)CS2)c2nc3ccccc3[nH]2)cc1
 : -4	-20	-4	-20	-25	0
- O=c1cc(NC(c2ccccc2)c2ccccc2)[nH]c(=O)[nH]1
 : -10	9	22	19	28	-5
- C[N+]1(CC(=O)c2cccc([N+](=O)[O-])c2)CCOCC1
 : -26	6	-15	4	-6	5
- COC1=CC(=O)C=C(C)C1=O
 : 30	-8	-12	4	2	19

# More entries.
# Results follow in this order: cln2 rad14	yeast sgs1 mgt1	mec2-1	bub3	mlh1 rad18	rad50
- CC(=O)Nc1cc([N+](=O)[O-])cc([N+](=O)[O-])c1O
 : -25	-2	-7	-11	7	-8
- CN[C@H]1CCc2cc(OC)c(OC)c(OC)c2-c2ccc(O)c(=O)cc21
 : -44	25	-9	0	30	24
- Cc1ccc2ccccc2[n+]1C
 : 1&-37	-16&-1	-34&-7	-27&-2	-20&-5	-25&32
- CC1CCC(C(C)(C)c2ccc(O)cc2)CC1 (stereo not given)
 : 98*	99*	98*	98*	98*	98*
- CS(=O)(=O)OCC1OC(n2ccc(NC(=O)c3ccccc3)nc2=O)CC1OS(C)(=O)=O (stereo not given)
 : -12	-6	-17	-15	-4	0
- COc1ccc(CC2=NCCc3cc(OCc4ccccc4)c(OC)cc32)cc1OCc1ccccc1
 : 31	52	55	78*	94*	67
- O=C1CC2CCCC1C2 (stereo not given)
 : 8	-16	6	11	2	-13
- CCOC(=O)c1c(C)c2c(n1C)CC/C(=C\N1CCN(c3ccccc3)CC1)C2=O
 : -15	-20	-2	2	18	1
- CC(=O)CC(=O)Nc1ccccc1[N+](=O)[O-]
 : 16	-1	-24	7	-10	-7
- CNC(=O)N(C)C(C)=O
 : -3	0	-1	-5	5	-6
- CCOC(=O)/C(C#N)=C/c1ccc(C)cc1
 : 6	11	16	22	23	10
- ClCCCCCCCCCCl
 : -9	-13	-17	-13	2	29
- Cc1nn(C)c(=O)c(N)c1-c1cc(-c2ccc(Cl)cc2)n[nH]1
 : 20	20	4	18	14	14
- CCOC(=O)C1C(=O)c2cccc(OC)c2C2COC(=O)N12 (stereo not given)
 : 10	0	-6	2	17	13
- N#CCCN(CCC#N)c1ccc(/C=N\c2nc(-c3ccccc3)cs2)cc1
 : 1	8	9	-2	10	2
- BrCc1ccc(C[P+](c2ccccc2)(c2ccccc2)c2ccccc2)cc1
 : 7	16	15	29	28	26
- OCC1OC(n2cnc3c(=S)nc[nH]c32)C(O)C1O (stereo not given)
 : -27&25	-22&7	-14&8	-17&15	-1&3	-2&-1
- CC(=O)OCC(Br)C1(C)CCC(C(C)(C)Br)O1 (stereo not given)
 : 23	18	18	12	33	27
- COc1ccc(C(=O)C2C(=O)C(=O)OC2C2OC(=O)C(=O)C2C(=O)c2ccc(OC)cc2)cc1 (stereo not given)
 : -15	-8	-7	3	-16	-10
- Nc1ccc(S(=O)(=O)NCCS(=O)(=O)O)cc1
 : -29	-37	4	-16	-4	3

# Going on with the list.
# Results follow in this order: cln2 rad14	yeast sgs1 mgt1	mec2-1	bub3	mlh1 rad18	rad50
- C(/C=C/c1ccccc1)=Nc1ccc(SSc2ccc(N=C/C=C/c3ccccc3)cc2)cc1
 : -13	5	6	-3	28	38
- Fc1c(F)c(F)c(CSc2nc3ccccc3[nH]2)c(F)c1F
 : -7	-27	-20	0	-17	-42
- c1ccc(/C(=N\Nc2nc3ccccc3s2)c2ccccn2)cc1
 : 80*	75*	74*	79*	81*	72*
- O=C1N(Cc2ccccc2)CCN1Cc1ccccc1
 : 20	-12	-25	1	-23	-37
- Cn1ccnc1Sc1ccccn1
 : 22	2	30	7	6	-9
- O=S(=O)(O)C(O)c1ccccc1 (stereo not given)
 : -11	-9	-3	-15	-6	1
- CNC(=S)SCc1ccc(Cl)cc1
 : -37	11	-12	41	3	-11
- CCNC(=O)c1ccc(Cl)cc1Cl
 : -2	2	18	-11	-2	8
- O=c1[nH]c(=O)n(C2CC(O)C(CO)O2)cc1OS(=O)(=O)C(F)(F)F (stereo not given)
 : 6	-10	-9	-6	-13	-4
- Cc1ccc(C)c(NS(=O)(=O)c2ccc(Cl)c([N+](=O)[O-])c2)c1
 : 97*	98*	98*	98*	98*	97*
- COc1ccc(-c2cc(=O)c3c(O)cc(O)cc3o2)cc1OC
 : .	.	-7	.	13	16
- O=C1C=C(Nc2ccc(S(=O)(=O)Nc3ncccn3)cc2)c2ccccc2C1=O
 : 31	50	42	19	45	27
- CNC(=O)N(CCCCC(NC(C)=O)C(=O)NCc1ccccc1)Cc1ccccc1 (stereo not given)
 : -12	-16	-23	-7	-13	-12
- NC(=O)c1nnn2c1nc(N)c1ccccc12
 : 11	6	-19	6	-6	2
- O=C1Nc2ccccc2/C1=N\[O-].O=C1Nc2ccccc2/C1=N\[O-].[Cu+2]
 : 0	-30	-6	-23	-21	-10
- Nc1ncnc2nc(-c3ccc(C(=O)c4cccc([N+](=O)[O-])c4)cc3)[nH]c12
 : -5	-8	6	15	-13	2
- CC(C)(C)OC(=O)NC(Cc1ccc(O)cc1)C(=O)NC(CCCCN)C(=O)O (stereo not given)
 : 19	8	-15	6	29	-6
- CCCC(O)(c1ccccc1)c1ccccc1
 : -6	-3	3	-4	4	5
- COC(=O)C(C(=O)C(=O)Nc1ccccc1C(C)=O)c1nc2ccc(Cl)cc2[nH]c1=O (stereo not given)
 : -4	-12	-16	-19	-14	-32
- CC(=O)OCC1OC(n2cnc3c(=S)nc(N)[nH]c32)C(OC(C)=O)C1OC(C)=O (stereo not given)
 : -12	49	42	11	25	73*
- Cc1nc(N)nc2c1CCC(=O)N2
 : -38	-3	8	1	2	12
- COC(=O)NC1C(C)OC(OC2C/C=C(/C)C3C=CC4C(OC5CC(OC6CC(OC7CC(O)C(O)C(C)O7)C(OC7CC(O)C(OC)C(C)O7)C(C)O6)C(O)C(C)O5)C(C)CC(C)C4C3(C)/C(O)=C3\C(=O)OC4(CC(C)C(CO)=CC4/C=C\2C)C3=O)CC1(C)[N+](=O)[O-] (stereo not given)
 : -15	-14	-42	-5	-39	30
